Screens from PubChem BioAssay.
p97 inhibitor: inhibitors of human p97 ATPase. P55072. recombinant p97 ATPase, Kinase-Glo ATP luminescence, 3 h. inhibition, % at 8 µM. actives 0.42% (n = 220,000); in the data active = inhibition above about 15%;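 note: 0% = DMSO vehicle and 100% = wells lacking enzyme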
Tb hexokinase: T. brucei hexokinase 1 inhibition. actives 0.11% (n = 220,000). AID 1430. inhibition, % at 10 µM. recombinant TbHK1, G6PDH-coupled NADH A340;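 active = inhibition of 50% or more in the single-dose primary screen; inactive = inhibition below 50%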
Furin inhibitor: blocks human furin protease activity. purified furin, fluorogenic substrate cleavage. P09958. inhibition, % at 30 µM. actives 0.061% (n = 220,000). AID 463115; in the data active = inhibition above about 25%; note: inactives centre near -15
Target sequence (P09958 108-714 limits assumed): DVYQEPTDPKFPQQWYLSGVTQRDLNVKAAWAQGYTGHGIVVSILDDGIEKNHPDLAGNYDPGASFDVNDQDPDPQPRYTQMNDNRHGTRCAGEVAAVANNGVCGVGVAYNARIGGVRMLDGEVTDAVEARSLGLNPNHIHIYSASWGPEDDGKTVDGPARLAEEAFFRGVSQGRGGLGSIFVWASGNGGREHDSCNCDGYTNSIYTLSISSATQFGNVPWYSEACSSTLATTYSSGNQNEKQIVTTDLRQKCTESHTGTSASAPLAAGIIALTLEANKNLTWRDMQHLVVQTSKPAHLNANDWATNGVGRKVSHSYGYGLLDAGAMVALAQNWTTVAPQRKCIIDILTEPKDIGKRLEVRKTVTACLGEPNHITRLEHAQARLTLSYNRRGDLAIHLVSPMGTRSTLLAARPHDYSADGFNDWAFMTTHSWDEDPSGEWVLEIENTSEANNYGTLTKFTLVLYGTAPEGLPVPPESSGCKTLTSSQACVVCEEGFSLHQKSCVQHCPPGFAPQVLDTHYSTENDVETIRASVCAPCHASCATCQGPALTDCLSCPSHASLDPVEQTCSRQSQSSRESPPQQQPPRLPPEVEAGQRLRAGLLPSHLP
BaF3 parental: parental Ba/F3 viability inhibition as JAK2V617F counter-screen. CellTiter-Glo ATP luminescence. inhibition, % at 5.6 µM. actives 1.1% (n = 220,000). AID 1486;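 active = inhibition above a per-campaign cutoff, the mean inhibition of all tested compounds plus 3 SD, cut at about 27% in these data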;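 note: 0% = DMSO wells and 100% = JAK Inhibitor I control wells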
p47phox inh: inhibitors of human p47phox binding; p47phox/p22phox peptide binding, fluorescence polarization, 2 h; inhibition, % at 24.7 µM; actives 0.53% (n = 220,000); AID 1274;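 active = inhibition above about 30%, limit read from the data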;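 note: 0% = p47phox with labelled peptide and 100% = labelled peptide alone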
PPC-1+TRAIL kill: PPC-1 cancer cell killing with TRAIL present; PPC-1 cells + TRAIL, ATPLite viability luminescence; cell killing (% activity), % at 4 µM; actives 0.41% (n = 220,000);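 active = cell killing above 50% in the first pass at 4 µM, then a duplicate retest at 5 µM averaging 50% or more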;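 note: plate controls were cells with TRAIL plus DMSO for no effect and medium-only wells lacking cells for full effect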
Ba/F3 V617F tox: loss of viability in JAK2V617F-driven Ba/F3 cells; Ba/F3 EpoR-JAK2V617F viability, ATP luminescence; inhibition, % at 5.6 µM; actives 1.1% (n = 220,000); AID 1446;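 active = inhibition above the campaign mean plus 3 SD over all tested compounds, cut at about 24% in these data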;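 note: cytokine-independent growth of Ba/F3 cells driven by EpoR plus mutant JAK2; 0% = DMSO-treated cells and 100% = JAK inhibitor I control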
RBBP9 inh: human RBBP9 hydrolase inhibition; O75884; recombinant RBBP9, FP-Rh probe fluorescence polarization; inhibition, % at 7.94 µM; actives 0.2% (n = 220,000); AID 1515;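 active = inhibition above the campaign mean of all tested compounds plus 3 SD, cut at about 14% in these data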;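 note: plate controls were DMSO wells with RBBP9 for no effect and wells lacking RBBP9 protein for full effect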
Target sequence (O75884 whole entry, looked up): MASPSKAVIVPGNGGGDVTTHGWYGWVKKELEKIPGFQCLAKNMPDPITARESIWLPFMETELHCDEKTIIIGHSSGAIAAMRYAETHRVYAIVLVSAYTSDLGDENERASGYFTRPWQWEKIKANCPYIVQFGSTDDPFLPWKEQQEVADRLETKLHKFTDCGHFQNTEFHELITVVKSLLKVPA
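Test system – recombinant human RBBP9 · Input – RBBP9 2.5 µM in dispensing solution, pre-mixing · Medium – Tris buffer pH 8.0, NaCl, Pluronic · Schedule – preincubation 30 min plus labeling 45 min at 25 °C · Measured by – fluorescence polarization · Measure – % inhibition · Controls – DMSO and no-protein wells · Replicates – one well per compound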
PGE2 EP2 inh: inhibitors of human EP2 prostaglandin E2 receptor | P43116 | C6 glioma cells expressing human EP2, cAMP TR-FRET; cells stimulated with saturating PGE2 | inhibition, % at 25 µM | actives 0.52% (n = 260,000) | AID 1422;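 active = percent inhibition above 40 after rounding to a whole number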;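 note: rat C6 glioma host cells with rolipram phosphodiesterase inhibitor present; the protocol text gives 20 µM as final concentration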
The depositor's hits bear a star; · = not tested or not shown; [ ] = another dose, or the depositor's remark. An excerpt. The share of hits here may be higher or lower than overall.

SMILES	p97 inhibitor	Tb hexokinase	Furin inhibitor	BaF3 parental	p47phox inh	PPC-1+TRAIL kill	Ba/F3 V617F tox	RBBP9 inh	PGE2 EP2 inh
CCOC(=O)N1CCN(C(=O)CSCc2ccccc2C)CC1	-1	-2	-21	1	-9	21	-3	-1	10
COc1cc(NC(=O)c2ccc3c(c2)OCO3)ccc1NC(=O)C(C)C	1	-1	-19	4	-8	35	-1	-6	12
COCCCNC(=O)CN(c1cccc(Cl)c1C)S(C)(=O)=O	1	-34	-15[20 µM]	2	0	23	0	-1	4
COCc1cc(C)nc2sc(C(=O)NCCO)c(-n3cccc3)c12	0	6	-13	4	-5	·	2	-5	1
COC(=O)Cc1cc(=O)[nH]c(/N=C(\N)Nc2cccc(C)c2)n1	2	-4	-13	2	-9	8	0	-7	7
CCCCOc1ccc(Cl)cc1CSc1nncn1N	-2	1	-14[20 µM]	-3	-3	9	-2	-9	6
CN(C)C(=O)CN(C)S(=O)(=O)c1ccc(Cl)cc1	3	3	-9[20 µM]	-1	-12	3	-2	-7	5
Cc1cc(C)nc(N/N=C/c2cc(C)n(CC(F)(F)F)c2C)n1	2	-23	-13	6	-4	4	-2	0	12
O=C(Nc1ccc(N2CCCCC2)cc1)c1ccc2c(c1)OCCO2	0	-6	-23[20 µM]	3	-16	38	-1	-2	9
Cn1c(/N=C/c2c(O)ccc3ccccc23)nc2ccccc21	3	39	-28	7	5	5	0	-8	·

Single records, as listed above:
O=C(Nc1ccc(N2CCCCC2)cc1)c1ccc2c(c1)OCCO2 reads p97 inhibitor: 0; Tb hexokinase: -6; Furin inhibitor: -23[20 µM]; BaF3 parental: 3; p47phox inh: -16; PPC-1+TRAIL kill: 38; Ba/F3 V617F tox: -1; RBBP9 inh: -2; PGE2 EP2 inh: 9
COc1cc(NC(=O)c2ccc3c(c2)OCO3)ccc1NC(=O)C(C)C reads p97 inhibitor: 1; Tb hexokinase: -1; Furin inhibitor: -19; BaF3 parental: 4; p47phox inh: -8; PPC-1+TRAIL kill: 35; Ba/F3 V617F tox: -1; RBBP9 inh: -6; PGE2 EP2 inh: 12
CN(C)C(=O)CN(C)S(=O)(=O)c1ccc(Cl)cc1 reads p97 inhibitor: 3; Tb hexokinase: 3; Furin inhibitor: -9[20 µM]; BaF3 parental: -1; p47phox inh: -12; PPC-1+TRAIL kill: 3; Ba/F3 V617F tox: -2; RBBP9 inh: -7; PGE2 EP2 inh: 5

(next part)
SMILES	p97 inhibitor	Tb hexokinase	Furin inhibitor	BaF3 parental	p47phox inh	PPC-1+TRAIL kill	Ba/F3 V617F tox	RBBP9 inh	PGE2 EP2 inh
COc1cccc(NC(=O)CN2CCC(C)CC2)c1	4	-7	-11[20 µM]	2	-17	7	1	1	7
CCCCCCn1c(-c2cccs2)n[nH]c1=S	1	1	-17	5	-7	24	0	-7	17
COC(=O)c1sc(C(C)(C)C)cc1CS(=O)(=O)c1ccc(Cl)cc1	-1	2	-10	-3	-3	10	-1	-6	12
S=C1NC(c2ccccc2)=NCN1c1ccccc1	2	-7	-14[20 µM]	5	-98	18	1	3	2
COc1cccc2c(=O)c3ccoc3n(C)c12	-1	-23	-79	-9	-2	19	4	4	25
Cn1c(=O)oc2cc(S(=O)(=O)N3CCC4(CC3)OCCO4)ccc21	-1	1	-20	5	-26	-2	-4	-7	8
Cc1ccc(N(CC(=O)N2CC(=O)Nc3ccccc32)S(=O)(=O)c2ccc3c(c2)OCCO3)cc1	1	-1	6[20 µM]	9	-18	5	1	9	4
CCNC(=S)NNC(=O)c1ccc(OC)cc1	2	-4	-11	4	-9	14	2	-5	4
Nc1ccccc1C(=O)NNc1c2ccccc2nc2ccccc12	9	-1	-21	-1	-4	1	-1	0	10
COc1ccc(C(C)=O)cc1CSc1nc2nc(C)cc(C)n2n1	4	1	-20	2	-5	-15	0	0	7
CCn1c(SCC(=O)N2c3ccccc3CCc3ccccc32)nc2c1c(=O)n(C)c(=O)n2C	7	3	-17[20 µM]	4	·	·	2	-2	10
C=CCNc1nc(C2(C)CC3(CC(C)(C)OC3=O)C(=O)O2)cs1 (stereo not given)	6	7	-21	0	-5	0	-1	-1	12
Cc1ccc(S(=O)(=O)Oc2ccccc2/C=C2/SC(=O)NC2=O)cc1	2	-6	-20	4	-6	-3	0	-3	7
COC(=O)C(O)(CC(=O)Nc1ccccc1OC)C(F)(F)F (stereo not given)	0	4	-15[20 µM]	0	-2	24	-4	-1	7
c1csc(-c2cn3c(n2)SCC3)c1	6	-5	-27	-2	-9	14	-2	-10	9
CN(c1ccccc1)S(=O)(=O)c1cccc(C(=O)OCC(=O)NCCCN2CCCC2=O)c1	1	6	-23	6	-12	26	-1	-6	3
O=C(CCCc1c[nH]c2ccccc12)NCc1cccs1	6	1	-25	3	-9	6	-1	-2	4
O=C(c1ccc(Cl)cc1)N(Cc1cccs1)C1CCS(=O)(=O)C1 (stereo not given)	2	3	-34[20 µM]	5	-3	4	0	1	16
O=C(NC1CCCCC1)N(Cc1nc2ccccc2c(=O)[nH]1)C1CCCCC1	-2	-2	-33	7	-8	8	-2	6	14
Cc1cccc(NC(=S)NCc2ccc3[nH]c4c(c3c2)CCCC4)c1	6	3	-18	9	-10	1	-3	-7	11

Brought forward from above: seven compounds, followed by the next part.
SMILES	p97 inhibitor	Tb hexokinase	Furin inhibitor	BaF3 parental	p47phox inh	PPC-1+TRAIL kill	Ba/F3 V617F tox	RBBP9 inh	PGE2 EP2 inh
COC(=O)C(O)(CC(=O)Nc1ccccc1OC)C(F)(F)F (stereo not given)	0	4	-15[20 µM]	0	-2	24	-4	-1	7
c1csc(-c2cn3c(n2)SCC3)c1	6	-5	-27	-2	-9	14	-2	-10	9
CN(c1ccccc1)S(=O)(=O)c1cccc(C(=O)OCC(=O)NCCCN2CCCC2=O)c1	1	6	-23	6	-12	26	-1	-6	3
O=C(CCCc1c[nH]c2ccccc12)NCc1cccs1	6	1	-25	3	-9	6	-1	-2	4
O=C(c1ccc(Cl)cc1)N(Cc1cccs1)C1CCS(=O)(=O)C1 (stereo not given)	2	3	-34[20 µM]	5	-3	4	0	1	16
O=C(NC1CCCCC1)N(Cc1nc2ccccc2c(=O)[nH]1)C1CCCCC1	-2	-2	-33	7	-8	8	-2	6	14
Cc1cccc(NC(=S)NCc2ccc3[nH]c4c(c3c2)CCCC4)c1	6	3	-18	9	-10	1	-3	-7	11
O=C(O)c1cccc(NC(=S)NC(NC(=O)c2cccc([N+](=O)[O-])c2)C(Cl)(Cl)Cl)c1 (stereo not given)	1	4	-23	-1	-9	5	-3	1	5
Cc1c(Cl)cccc1NC(=S)N=Nc1c(O)n(CN2CCOCC2)c2ccccc12	-4	6	1	6	-3	53*	7	-4	6
CCc1c(C)nc(SC)n(CC#N)c1=O	-8	8	-4	3	-9	9	3	-9	9
COc1ccc(/C=C/C(=O)NC(=S)NN2CCCCC2c2cccnc2)cc1OC (stereo not given)	5	-18	-3	7	-3	10	2	-1	3
COCCCNC(CC(=O)Nc1ccccc1C(=O)OC)C(=O)O (stereo not given)	7	3	28*[20 µM]	2	·	·	-2	8	·
O=C(CSc1nnc(Cn2c(=O)sc3ccccc32)n1-c1ccccc1)Nc1nccs1	15*	1	-16	2	-7	19	3	-8	7
O=c1c2ccccc2c(-c2ccccc2)nn1-c1cc(Cl)ccc1[N+](=O)[O-]	2	-3	-16[20 µM]	5	0	-10	-3	-6	17
CCOc1ccc(OCc2ccc(C(=O)N3CCCC(C)C3)cc2)cc1 (stereo not given)	3	3	-16	2	-22	-6	-1	-4	5
CS(=O)(=O)N1CCC(C(=O)N2CCN(c3ccccc3F)CC2)CC1	3	-3	-13	7	-5	·	1	5	5
CCOC(=O)Cc1csc(NC(=O)CCS(=O)(=O)Cc2ccccc2)n1	7	-6	-13[20 µM]	4	2	13	1	0	10
CCn1c(O)c(N=NC(=S)NCC2CCCO2)c2ccccc21 (stereo not given)	-4	-4	-4	5	9	7	0	0	5
Cc1cc(/C=N/n2cnnc2)c(O)c([N+](=O)[O-])c1	9	-2	-16	-2	1	18	-3	-3	3
COc1ccc(-c2noc(C3CCCN(C(=O)c4ccccc4)C3)n2)cc1 (stereo not given)	2	0	-15	-4	-13	0	-5	4	4
CC1=C(C(=O)c2ccccc2)C(c2ccc(N3CCOCC3)cc2)NC(=O)N1 (stereo not given)	6	-7	-18	9	-31	-1	-2	0	7
Cc1nn(-c2ccccc2)c(N2CCCC2)c1/C=N/NC(=O)C1CC1	-6	-8	-3	-3	8	-24	3	-10	6
Cc1cccc(NC(=O)CN2C(=O)N/C(=C\c3ccc(N4CCOCC4)cc3)C2=O)c1	1	-9	-8	14	24	16	5	1	8
Cc1c(NC(=O)c2ccc(C(C)(C)C)cc2)cccc1[N+](=O)[O-]	-2	1	-22	1	-1	19	-4	11	3
CC1=CC(C)(C)Nc2ccc(C)cc21	-2	4	-25	5	-5	6	2	-3	4
Cc1ccc(C2CN(c3ccccc3)CC2C(=O)c2ccc(F)cc2)cc1 (stereo not given)	-5	2	3[20 µM]	6	13	-4	6	0	3
Cn1cnnc1Sc1cc(N2CCN(S(=O)(=O)c3ccc(Cl)c(Cl)c3)CC2)ccc1[N+](=O)[O-]	4	-13	2[20 µM]	2	-3	31	-5	8	-2
CC(C)CC(NC(=O)OC(C)(C)C)C(=O)NC(C(=O)N1CCCC1C(N)=O)C(C)C (stereo not given)	-2	-9	-18[20 µM]	1	-1	-3	0	-7	7
CCOc1ccccc1C(=O)NCc1ccco1	11	0	-26	5	-9	13	-1	2	9
COc1ccc(-c2nnc(-c3cc4ccccc4oc3=O)o2)cc1	6	6	-17[20 µM]	1	-6	16	-5	6	7
O=C(Nc1ccc(N2CCCCC2)cc1)c1cccnc1	-4	-7	-19[20 µM]	7	-1	-10	0	-9	19
Cc1ccc(CONC(=O)c2ccc(OC(F)F)cc2)cc1	-3	2	-16	11	2	6	3	1	2
O=C(COc1ncnc2c1cnn2-c1ccccc1)Nc1ccc(S(=O)(=O)N2CCCCC2)cc1	12	3	-23	-4	-35	14	-2	-15	5
Cc1csc(NC(=O)[C@@H](NC(=O)c2ccccc2)C(C)C)n1	-6	3	-14	10	20	11	8	-9	4
CC(C)Sc1cc(N2CCOCC2)nc(-c2ccccc2)n1	1	1	-29	5	-9	14	0	-6	2
COC(=O)c1ccc(OC(=O)C2CC(=O)N(c3cccc(C)c3)C2)cc1 (stereo not given)	5	5	-4[20 µM]	3	-9	17	-2	2	18
O=C(Oc1ccc(Cl)cc1)c1ccc(COC(=O)c2cnccn2)cc1	-3	-9	-10[20 µM]	6	-6	10	1	-2	6
COC(=O)C1=C(C)OC(N)=C(C#N)C1c1ccc(OC)c(CSc2ccccn2)c1 (stereo not given)	3	-12	-10[20 µM]	-2	-8	21	-2	1	10

Some of these compounds in order of number of heavy atoms, ascending:
SMILES	p97 inhibitor	Tb hexokinase	Furin inhibitor	BaF3 parental	p47phox inh	PPC-1+TRAIL kill	Ba/F3 V617F tox	RBBP9 inh	PGE2 EP2 inh
CCOc1ccccc1C(=O)NCc1ccco1	11	0	-26	5	-9	13	-1	2	9
CC(C)Sc1cc(N2CCOCC2)nc(-c2ccccc2)n1	1	1	-29	5	-9	14	0	-6	2
COc1ccc(-c2nnc(-c3cc4ccccc4oc3=O)o2)cc1	6	6	-17[20 µM]	1	-6	16	-5	6	7
